T cell modulator: T cell immune modulation candidate | 2C CD8+ T cell-vesicle binding, flow cytometry; active compounds read low | calls only at 7 µM | 330,000 compounds, 0.068% hits | AID 2052;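 active = response, share of CD8 T cells binding vesicles, and their 90th percentile fluorescence all below set limits, cut at about 80% in these data, passing the limit was not always enough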
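Benchmarks: naked versus QL9-loaded vesicles / Assay system: purified 2C TCR transgenic mouse naive CD8+ T cells / Technique: high-throughput flow cytometry with anti-B7-1 and anti-CD8 staining / Timing: Cell–vesicle co-incubation 1.5 h at 37 °C, staining 20 min on ice / Read-out: percent CD8+ FL2 mean versus row control / Probe or stimulus: QL9-loaded Drosophila micro-vesicles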
T cell modulator vesicle-bound %: also measured in T cell modulator; calls as there; double positive events, %; measured here: CD8+ vesicle-bound cell fraction;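 binding gate set so that unloaded-vesicle control wells show 10% double positive cells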
* marks the source's active call; other numbers are inactive results. The list is partial; the hit share may differ from the screen's.

`COc1cc(C(=O)OCC(=O)NC2CCCCC2)cc(OC)c1OC` gave T cell modulator inactive and T cell modulator vesicle-bound % 29.
For COc1cc(/C=C/C(=O)OCC(=O)Nc2c(C)n(C)n(-c3ccccc3)c2=O)cc(OC)c1OC the results were T cell modulator inactive and T cell modulator vesicle-bound % 40.
Screening CSc1cccc(N2CC(C(=O)Nc3ccccc3N3CCCC3)CC2=O)c1 (stereo unspecified) returned T cell modulator inactive and T cell modulator vesicle-bound % 44.
Cc1ccccc1OCC(=O)OCC(=O)NCc1ccccc1 was read as T cell modulator inactive and T cell modulator vesicle-bound % 26.
`CC(=O)c1ccc(S(=O)(=O)N2CCC(C(=O)Nc3ncc(C)s3)CC2)cc1` gave T cell modulator inactive and T cell modulator vesicle-bound % 34.
`COc1ccc(CN2C(=O)c3ccc(C(=O)O)cc3C2=O)cc1` gave T cell modulator inactive and T cell modulator vesicle-bound % 26.
Screening Cc1ccc(OCCNC(=O)c2ccccc2SCC(=O)N2CCCC2)cc1 returned T cell modulator inactive and T cell modulator vesicle-bound % 33.
For CCOC(=O)[C@@H]1[C@H]2COc3ccccc3[C@@H]2N2C(=O)N(c3ccc(C)cc3)C(=O)[C@@]12C the results were T cell modulator inactive and T cell modulator vesicle-bound % 18.
For CCN(CC)S(=O)(=O)c1cc(NS(=O)(=O)c2cccs2)ccc1C the results were T cell modulator inactive and T cell modulator vesicle-bound % 46.
O=C(NC1CCN(C(=O)Nc2cccc(Cl)c2)CC1)C1CCCCC1 was read as T cell modulator inactive and T cell modulator vesicle-bound % 22.
`CC(C)(C)OC(=O)N1CCN(C(=O)c2nc[nH]c2C(=O)N2CCN(c3ccccc3)CC2)CC1` gave T cell modulator inactive and T cell modulator vesicle-bound % 38.
For O=C(c1cncc(Br)c1)N1CCN(S(=O)(=O)c2ccc3ccccc3c2)CC1 the results were T cell modulator inactive and T cell modulator vesicle-bound % 48.
Screening CC(C)N(Cc1ccccc1)S(=O)(=O)c1ccc(Cl)nc1 returned T cell modulator inactive and T cell modulator vesicle-bound % 42.
For CCOC(=O)C1CCN(C(=O)c2[nH]c3ccc(OC)cc3c2C)CC1 the results were T cell modulator inactive and T cell modulator vesicle-bound % 54.
`Cc1ccc(SCCN2CCC(NC(=O)OCc3ccccc3)CCC2=O)cc1` (stereo unspecified) gave T cell modulator inactive and T cell modulator vesicle-bound % 16.
Screening CCOc1ccc(CCNC(=O)COC(=O)COc2ccc(C#N)cc2)cc1OCC returned T cell modulator inactive and T cell modulator vesicle-bound % 34.
`CC(=O)N1c2ccccc2C2CCCC[C@H]21` (stereo partly specified) gave T cell modulator inactive and T cell modulator vesicle-bound % 20.
Cc1ccccc1OCCC(=O)OCC(=O)N1c2ccccc2NC(=O)C1(C)C was read as T cell modulator inactive and T cell modulator vesicle-bound % 25.
For NCCCCCc1cn(CC(=O)NCCCCCCCCCCC(=O)N2CCNCC2)nn1 the results were T cell modulator inactive and T cell modulator vesicle-bound % 47.
`CNS(=O)(=O)c1cccc(C(=O)OCC(=O)c2ccc3[nH]c(=O)[nH]c3c2)c1` gave T cell modulator inactive and T cell modulator vesicle-bound % 31.

The list goes on; it opens with the 4 that closed the last part.
`CC(=O)N1c2ccccc2C2CCCC[C@H]21` (stereo partly specified) gave T cell modulator inactive and T cell modulator vesicle-bound % 20.
Cc1ccccc1OCCC(=O)OCC(=O)N1c2ccccc2NC(=O)C1(C)C was read as T cell modulator inactive and T cell modulator vesicle-bound % 25.
For NCCCCCc1cn(CC(=O)NCCCCCCCCCCC(=O)N2CCNCC2)nn1 the results were T cell modulator inactive and T cell modulator vesicle-bound % 47.
`CNS(=O)(=O)c1cccc(C(=O)OCC(=O)c2ccc3[nH]c(=O)[nH]c3c2)c1` gave T cell modulator inactive and T cell modulator vesicle-bound % 31.
COC(=O)c1cc(C(=O)OCC(=O)c2ccc[nH]2)cc([N+](=O)[O-])c1 was read as T cell modulator inactive and T cell modulator vesicle-bound % 45.
Screening O=C(CNC(=O)c1ccc(C(F)(F)F)cc1)NC1CC1 returned T cell modulator inactive and T cell modulator vesicle-bound % 13.
Screening CCN(C(=O)COC(=O)c1ccc(O)cc1O)c1c(N)n(Cc2ccccc2)c(=O)[nH]c1=O returned T cell modulator inactive and T cell modulator vesicle-bound % 39.
`O=C(NCC1CC1)c1onc(CSc2ccccc2)c1C(=O)NCC1CC1` gave T cell modulator inactive and T cell modulator vesicle-bound % 7.
Cc1cccc(OCC(=O)NCC(c2cccs2)N2CCOCC2)c1 (stereo unspecified) was read as T cell modulator inactive and T cell modulator vesicle-bound % 62.
Screening Cc1c(S(=O)(=O)NC2CCCCCC2)c(=O)n(C)c(=O)n1C returned T cell modulator inactive and T cell modulator vesicle-bound % 42.
`O=S(=O)(NC1CCCCCC1)c1cccc(Cl)c1` gave T cell modulator inactive and T cell modulator vesicle-bound % 52.
For CCN(CC)S(=O)(=O)c1ccc(N2CCCC2)c(NC(=O)C2=NN(c3ccccc3)C(=O)CC2)c1 the results were T cell modulator inactive and T cell modulator vesicle-bound % 36.
For COc1ccccc1NC(=O)COC(=O)CCc1ccc(S(=O)(=O)N2CCOCC2)cc1 the results were T cell modulator inactive and T cell modulator vesicle-bound % 48.
COc1ccc(C)cc1NC(=O)CO/N=C(\N)CC(=O)Nc1ccccc1OC was read as T cell modulator inactive and T cell modulator vesicle-bound % 23.
Screening CCCCN(CCO)c1ncnc2sc(-c3ccccc3)cc12 returned T cell modulator inactive and T cell modulator vesicle-bound % 34.
For Cc1ccc(NC(=O)C2CCCN(C3=NS(=O)(=O)c4ccccc43)C2)c(O)c1 (stereo unspecified) the results were T cell modulator inactive and T cell modulator vesicle-bound % 30.
Screening OCCN(CC#CC(O)(c1ccccc1)C1CCCCC1)CCO (stereo unspecified) returned T cell modulator inactive and T cell modulator vesicle-bound % 54.
Screening Cc1ccc(S(=O)(=O)N2CCN(C(=O)COC(=O)CSc3cc(C)ccc3C)CC2)c(C)c1 returned T cell modulator inactive and T cell modulator vesicle-bound % 33.
`Cc1ccc(S(=O)(=O)N2CCN(C(=O)c3cc(-c4cccs4)nn3-c3ccccc3)CC2)cc1` gave T cell modulator inactive and T cell modulator vesicle-bound % 42.
O=C1c2ccc(Cl)cc2S(=O)(=O)c2cccc(C(=O)N3CCN(c4ccc(Cl)cn4)CC3)c21 was read as T cell modulator inactive and T cell modulator vesicle-bound % 55.
COc1ccc(-c2c(C#Cc3ccsc3)c3ccccc3n2C)cc1 was read as T cell modulator inactive and T cell modulator vesicle-bound % 25.
For CC(=O)N1CCc2cc(S(=O)(=O)Nc3ccc(C)cc3C)ccc21 the results were T cell modulator inactive and T cell modulator vesicle-bound % 27.
Screening COc1ccc([C@@H]2CC=C(C(=O)O)[C@H](c3ccccc3)N2S(=O)(=O)c2ccc(C)cc2)cc1OC returned T cell modulator inactive and T cell modulator vesicle-bound % 25.
CC1(C)C2CCC1(CS(=O)(=O)NCCc1c[nH]c3ccccc13)C(=O)C2 (stereo unspecified) was read as T cell modulator inactive and T cell modulator vesicle-bound % 30.

Ordered by length of the SMILES (smallest number first): three of the compounds above
Screening CCCCN(CCO)c1ncnc2sc(-c3ccccc3)cc12 returned T cell modulator inactive and T cell modulator vesicle-bound % 34.
Screening CCN(C(=O)COC(=O)c1ccc(O)cc1O)c1c(N)n(Cc2ccccc2)c(=O)[nH]c1=O returned T cell modulator inactive and T cell modulator vesicle-bound % 39.
For CCN(CC)S(=O)(=O)c1ccc(N2CCCC2)c(NC(=O)C2=NN(c3ccccc3)C(=O)CC2)c1 the results were T cell modulator inactive and T cell modulator vesicle-bound % 36.

Gathered by group: the entries above containing a COOH group
`COc1ccc(CN2C(=O)c3ccc(C(=O)O)cc3C2=O)cc1` gave T cell modulator inactive and T cell modulator vesicle-bound % 26.
Screening COc1ccc([C@@H]2CC=C(C(=O)O)[C@H](c3ccccc3)N2S(=O)(=O)c2ccc(C)cc2)cc1OC returned T cell modulator inactive and T cell modulator vesicle-bound % 25.

(next part)
`Fc1ccccc1CNCc1ccc2c(c1)OCO2` gave T cell modulator inactive and T cell modulator vesicle-bound % 31.
COc1c(O)cc(O)c2c(=O)cc(-c3ccccc3)oc12 was read as T cell modulator inactive and T cell modulator vesicle-bound % 12.
`CCCCCCSc1ccc(-c2nc3ccc(C)cn3c2NC2CCCCC2)cc1` gave T cell modulator inactive and T cell modulator vesicle-bound % 31.
`COc1ccc(CCC(=O)Nc2cc(S(=O)(=O)N3CCOCC3)ccc2OC(C)C)cc1` gave T cell modulator inactive and T cell modulator vesicle-bound % 28.
Screening COC(=O)c1ccc(-c2cc3onc(-c4ccccc4)c3c(=O)n2C)cc1 returned T cell modulator inactive and T cell modulator vesicle-bound % 13.
CCOC(=O)N1CCN(C(=O)c2ccc(Cl)c(NC(=O)c3cccs3)c2)CC1 was read as T cell modulator inactive and T cell modulator vesicle-bound % 33.
For COc1ccccc1-n1nnnc1SCC(=O)NCC1(N2CCOCC2)CCCCC1 the results were T cell modulator inactive and T cell modulator vesicle-bound % 28.
Screening COc1ccc(CC(=O)OCC(=O)NCc2ccco2)cc1OC returned T cell modulator inactive and T cell modulator vesicle-bound % 51.
`C[C@H]1CN([C@@H](C)CO)C(=O)c2cccc(NS(=O)(=O)c3ccc(F)cc3)c2O[C@H]1CN(C)Cc1ccc(Cl)c(Cl)c1` gave T cell modulator inactive and T cell modulator vesicle-bound % 11.
Screening CC1CC(C)CN(CC(=O)Nc2cc(S(=O)(=O)N3CCOCC3)ccc2N2CCCC2)C1 (stereo unspecified) returned T cell modulator inactive and T cell modulator vesicle-bound % 43.
CC(C)(C)[C@H]1COC(=O)[C@@H](NC(=O)OCC2c3ccccc3-c3ccccc32)C/C=C\C[C@@H](CC(=O)N[C@@H](CO)Cc2ccccc2)C(=O)N1 was read as T cell modulator inactive and T cell modulator vesicle-bound % 33.
O=C(CCc1ccccc1)Nc1cccc(S(=O)(=O)N2CCOCC2)c1 was read as T cell modulator inactive and T cell modulator vesicle-bound % 40.
For Cc1nnc(SCC(=O)Nc2nnc(-c3ccccc3)o2)s1 the results were T cell modulator inactive and T cell modulator vesicle-bound % 25.
CC(=O)Nc1ccc(NC(=O)CSc2nnnn2C2CCCCC2)cc1 was read as T cell modulator inactive and T cell modulator vesicle-bound % 59.
`O=C(NC1CC(=O)N(c2ccc(F)cc2)C1)N1CCN(C(=O)c2ccco2)CC1` (stereo unspecified) gave T cell modulator inactive and T cell modulator vesicle-bound % 24.
Screening O=C(CN1C(=O)C(=O)N(C2CCCC2)C1=O)Nc1ccc(OC(F)F)cc1 returned T cell modulator inactive and T cell modulator vesicle-bound % 44.
Screening COc1ccc(C2=NCCn3nc4cc([N+](=O)[O-])ccc4c32)cc1 returned T cell modulator inactive and T cell modulator vesicle-bound % 56.
For Cc1cc(C(=O)NCC(=O)OC(C)C(=O)N2CCOCC2)ccc1[N+](=O)[O-] (stereo unspecified) the results were T cell modulator inactive and T cell modulator vesicle-bound % 67.
For CC(C)[C@H](NS(=O)(=O)c1ccccc1F)C(=O)NC1CCCCC1 the results were T cell modulator inactive and T cell modulator vesicle-bound % 42.
For CCOC(=O)C1CCN(C(=O)c2cccc(S(=O)(=O)N(CC)c3ccccc3)c2)CC1 the results were T cell modulator inactive and T cell modulator vesicle-bound % 42.
`O=C(Nc1ccccc1)OCC1CCCO1` (stereo unspecified) gave T cell modulator inactive and T cell modulator vesicle-bound % 18.
CCN(CC(=O)NCc1ccc(F)cc1)CC(=O)Nc1ccc(Br)cc1F was read as T cell modulator inactive and T cell modulator vesicle-bound % 50.
`Cc1ccc(S(=O)(=O)N2CCOCC2)cc1NC(=O)CSc1ncccn1` gave T cell modulator inactive and T cell modulator vesicle-bound % 41.
COc1cccc(-c2sc3ccc(OC)cc3c2-c2ccc(OCCN3CCOCC3)cc2)c1 was read as T cell modulator inactive and T cell modulator vesicle-bound % 8.
Screening CN(Cc1cccs1)C(=O)c1cc(S(=O)(=O)N2CCOCC2)ccc1F returned T cell modulator inactive and T cell modulator vesicle-bound % 26.
`COc1ccc(S(=O)(=O)Nc2ccc3c(c2)CC(=O)N([C@@H](C)CO)C[C@H](C)[C@@H](CN(C)S(=O)(=O)c2ccc(F)cc2)O3)cc1` gave T cell modulator inactive and T cell modulator vesicle-bound % 17.
For CCCCN1C(=O)C(=O)N(CC(=O)Nc2sc(CC)cc2C(=O)OCC)C1=O the results were T cell modulator inactive and T cell modulator vesicle-bound % 26.
For CCN(CC(=O)NC1CCS(=O)(=O)C1)c1ccc(S(=O)(=O)N(CC)CC)cc1[N+](=O)[O-] (stereo unspecified) the results were T cell modulator inactive and T cell modulator vesicle-bound % 35.
C[C@@H]1CN([C@@H](C)CO)C(=O)Cc2cc(NC(=O)Nc3cccc4ccccc34)ccc2O[C@@H]1CN(C)Cc1ccc(C(F)(F)F)cc1 was read as T cell modulator inactive and T cell modulator vesicle-bound % 6.
For Cc1ccccc1C(=O)Nc1ccccc1NC(=O)c1ccccc1C the results were T cell modulator inactive and T cell modulator vesicle-bound % 37.
O=C1C=C(c2ccc(-c3ccccc3)cc2)C[C@@H](c2ccc(Cl)cc2)C1 was read as T cell modulator inactive and T cell modulator vesicle-bound % 13.
For COc1cc(C(=O)NNC(=O)c2cccn2C)cc(OC)c1OC the results were T cell modulator inactive and T cell modulator vesicle-bound % 34.
For CCC(C)[C@H]1CNCCN1CCc1cccc(F)c1 (stereo partly specified) the results were T cell modulator inactive and T cell modulator vesicle-bound % 49.
Screening C=CCN(CC=C)C(=O)COn1nnc2ccc(S(=O)(=O)N3CCOCC3)cc21 returned T cell modulator inactive and T cell modulator vesicle-bound % 46.

From PubChem
